# pCIP destab: p/CIP-EGFP fusion destabilizers, primary screen, fluorescence, F442A cells; 16 h; decrease of EGFP signal, % at 10 µM; AID 1984, 2009; 0.01% of 290,000 active;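 active means EGFP signal decrease of at least 30% at 10 µM or well 3 SD below plate mean, unless failing retest; inactive means the rest, including hits failing retest or dose response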; further: some compounds called inactive have numbers as strong as hits; many of its hits are not listed in these tables
# GPR7 antagonist: GPR7 receptor antagonists, primary screen, cell-based, fluorescence, single concentration. GPR7-expressing cells, fluorescence antagonist assay. inhibition, % at 4.4 µM. 1.1% of 290,000 active; in the data active means inhibition above about 16%, passing the limit was not always enough;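 further: cells stimulated with the agonist NPW; 0% = agonist with vehicle and 100% = vehicle without agonist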
# Target sequence (P48145 whole entry, looked up): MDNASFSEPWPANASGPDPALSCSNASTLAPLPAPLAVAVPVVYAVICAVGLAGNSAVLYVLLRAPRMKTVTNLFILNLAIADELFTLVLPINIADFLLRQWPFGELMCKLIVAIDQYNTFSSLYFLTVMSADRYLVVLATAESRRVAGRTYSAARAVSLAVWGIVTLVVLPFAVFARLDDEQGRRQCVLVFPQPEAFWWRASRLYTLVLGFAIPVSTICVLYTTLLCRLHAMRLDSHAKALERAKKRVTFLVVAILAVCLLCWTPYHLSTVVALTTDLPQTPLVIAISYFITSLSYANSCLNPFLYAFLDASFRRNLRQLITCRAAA
# PHOSPHO1 inh: PubChem AID 1565; inhibition, % at 13.3 µM; 1.1% of 290,000 active; Phosphoethanolamine/phosphocholine phosphatase (Homo sapiens), Q8TCT1; recombinant PHOSPHO1, absorbance phosphatase assay; in the data active means inhibition above about 60%
# Target sequence (Q8TCT1 whole entry, looked up): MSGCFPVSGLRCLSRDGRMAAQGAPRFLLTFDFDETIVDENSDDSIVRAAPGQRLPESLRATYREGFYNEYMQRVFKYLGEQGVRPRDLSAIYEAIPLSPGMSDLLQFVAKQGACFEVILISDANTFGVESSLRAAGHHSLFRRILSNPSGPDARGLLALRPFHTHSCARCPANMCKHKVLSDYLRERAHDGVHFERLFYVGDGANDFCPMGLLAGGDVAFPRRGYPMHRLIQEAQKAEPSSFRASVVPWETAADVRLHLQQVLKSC
# NALP1 inh: NALP1 inflammasome inhibitors in reconstituted yeast, colorimetric, S. cerevisiae, triplicate retest. S. cerevisiae NALP1/ASC/caspase-1 growth, X-gal OD620, 72 h. inhibition, % at 10 µM. 0.61% of 280,000 active; in the data active means inhibition mostly above about 24%, no sharp cut-off; inactive means mostly below about 32%; further: some compounds called inactive have numbers as strong as hits
# IDE act: human IDE activators in live cells, primary screen, fluorescence polarization, HEK cells, FAbeta-B substrate. Insulin-degrading enzyme (Homo sapiens), P14735. FAbeta-B cleavage; 0% vehicle, 100% cell-free pure enzyme wells. activation, % at 5.96 µM. 0.073% of 340,000 active. AID 493087, 2011;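 active means activation above the mean of all tested compounds plus 3 SD, set per screening campaign, cut at about 17% in these data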
# VIM-2 inh: VIM-2 metallo-beta-lactamase inhibitors, primary screen, biochemical, epi-absorbance readout, Pseudomonas aeruginosa enzyme | 0.89% of 290,000 active | purified VIM-2, nitrocefin hydrolysis, epi-absorbance fluorescence | inhibition, % at 5.6 µM | AID 1527, 2009;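 active means inhibition above the mean of all tested compounds plus 3 SD, cutoff set per screening run, cut at about 7.5% in these data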;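 further: red hydrolysis product quenches plate fluorescence so inhibitors raise well fluorescence; 0% = enzyme with DMSO and 100% = DMSO without enzyme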
# IMP-1 inhibitor: IMP-1 metallo-beta-lactamase inhibitors, primary screen, biochemical, epi-absorbance readout, Pseudomonas aeruginosa enzyme. metallo-beta-lactamase IMP-1 (Pseudomonas aeruginosa). purified IMP-1, nitrocefin hydrolysis, epi-absorbance fluorescence. inhibition, % at 5.6 µM. 0.45% of 290,000 active. AID 1556, 2009;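 active means inhibition above the mean plus 3 SD of all compounds in the same screening run, cut at about 4.5% in these data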;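 further: 0% = IMP-1 with DMSO and 100% = DMSO wells lacking enzyme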
#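 Assay system: purified IMP-1; Quantity: IMP-1 0.2 nM before substrate addition; Medium: HEPES buffer pH 7.1 with ZnSO4 and Brij 35; Incubation: 15 min enzyme–compound preincubation, then 25 min nitrocefin reaction, 25 °C; Signal: fluorescence quenching readout, ex 480/em 530 nm; Controls: DMSO with and without IMP-1; Repeats: singlicate testing.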
# PfM18AAP inh: PfM18AAP inhibitors, malaria aminopeptidase, primary screen, biochemical, QFRET, recombinant enzyme; H-Glu-NHMec fluorogenic cleavage; AID 1822, 2009; M18 aspartyl aminopeptidase (Plasmodium falciparum 3D7); 1.2% of 290,000 active; inhibition, % at 7.35 µM;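 active means inhibition above the campaign mean inhibition over all tested compounds plus 3 SD, cut at about 28% in these data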;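 further: 0% = plate median of test compound wells and 100% = 2 mM ZnCl2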
# IDE cell inh: human IDE inhibitors in live cells, primary screen, fluorescence polarization, HEK cells, FAbetaB substrate; Insulin-degrading enzyme (Homo sapiens), P14735; FAbetaB cleavage; inhibition, % at 5.59 µM; 0.41% of 320,000 active; AID 434962, 2010;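 active means percent inhibition above the average of all tested compounds plus 3 SD, set per screening campaign, cut at about 16% in these data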;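 further: IDE supplied by intact live HEK cells; FP after avidin binding of uncleaved biotin substrate so inhibition keeps polarization high; 0% = DMSO wells and 100% = 60 µM reference IDE inhibitor Ii1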
# * hit, by the source's call; . = not tested or not shown; & = joins results of further samples. Compounds were not picked by outcome; about 5.3% have a hit in one of these screens.
SMILES,pCIP destab,GPR7 antagonist,PHOSPHO1 inh,NALP1 inh,IDE act,VIM-2 inh,IMP-1 inhibitor,PfM18AAP inh,IDE cell inh
O=C(/C=C/c1cccs1)Nc1sc2c(c1C(=O)O)CCCC2,6,0,31,-2,1,-3.0,-3.5,9,3
NCCCN1CCOCC1,-12,2,9,1,4,0.8,0.8,-5,6
O=C1CSC(c2cccc(F)c2)N1c1c(F)cccc1F (stereo not drawn),-9,-26,1,20,2,-2.5,-3.6,-1,0
C/C(=N/N=C1/NC(=O)CC(C(=O)Nc2ccccc2)S1)c1cccs1 (stereo not drawn),-13,-9,-1,1,4,-4.6,-3.9,5,1
COC(=O)CN1C(=O)COc2ccc(S(=O)(=O)N3CCCCCC3)cc21,8,4,38,6,3,-1.1,0.0,0,0
Cn1c(-c2c(N)n(CCc3ccccc3)c3nc4ccccc4nc23)nc2ccccc21,-8,-6,-6,18,-1,-3.3,-3.5,2,2
COc1ccccc1N1CCN(Cc2cc3c(cc2Br)OCCO3)CC1,-14,-7,31,18,-3,-3.5,-1.4,-2,5
CC(=O)C1=C(C)NC(SCC(N)=O)=C(C#N)C1c1sccc1C (stereo not drawn),-5,-1,4,4,-7,-3.9,-3.9,8,0
COCc1cc(C)nc2sc(C(=O)OC(C)C)c(N)c12,-5,-9,-11,-3,6,2.0,-0.5,-2,4
Cc1ccc(C)n1-c1sccc1C(=O)O,-2,4,52,7,0,0.1,-3.3,-2,.
CCOC(=O)N1CCC(Nc2c(N3CCN(c4cccc(C(F)(F)F)c4)CC3)c(=O)c2=O)CC1,-5,-8,26,6,-3,-0.9,-1.6,-7,5
COC(=O)c1[nH]c2cc(OC)ccc2c1NC(=O)c1ccc2c(c1)OCO2,-4,-6,48,16,3,-3.6,-0.9,-1,2
CCn1c(C)cc2c(c1=O)C(c1ccccc1)C(C(=O)OC)=C(N)O2 (stereo not drawn),-7,-8,19,16,4,-2.6,-2.3,0,-4
CN(CCNC(=O)c1ccc(CS(=O)(=O)c2ccc(Br)cc2)o1)CCc1ccccc1,-4,1,37,30,2,-2.3,-2.7,-3,-2
Cc1c(CC(=O)O)c(=O)oc2c(C)c(OCc3ccccc3Br)ccc12,23,-8,24,7,2,0.6,6.9*,2,1
CCS(=O)(=O)N1CCN(Cc2nc3ccccc3c(=O)[nH]2)CC1,-12,-11,-1,23,3,-3.9,-2.4,-2,-7
CCOc1ccc(-c2c(C(=O)N/N=C/c3cccc(Br)c3)nnn2-c2nonc2N)cc1,-6,-11,21,37*,-13,-0.7,-1.1,-1,11
CC1=CSC2=NC(=O)/C(=C\c3cccn3-c3ccccc3)C(=N)N12,-4,-6,-9,0,1,-0.8,-3.1,10,-4
CCC(=O)NC1CCN(C(=S)NC)CC1,-1,-4,15,-2,0,-2.9,-0.6,-1,0
Cc1cc(C)cc(C(=O)NC(=S)Nc2ccc3[nH]c(=O)[nH]c3c2)c1,-3,-5,14,25,4,0.3,-0.9,-8,2
Cc1cccc(C(=O)Nc2ccc(O)c3c(=O)cc(-c4ccccc4Cl)oc23)c1,-1,-10,1,8,1,-2.5,-0.3,5,2
O=C(NCCc1ccccc1)C(=O)NCC1CCCO1 (stereo not drawn),-2,-3,1,5,-2,-2.8,-4.6,-6,1
CCCOc1ccc(N2C(=O)CC(N(Cc3ccco3)C(=O)CCC(=O)O)C2=O)cc1 (stereo not drawn),-9,-15,-8,-5,1,-3.9,-3.1,-5,9
O=C(CN1CCOCC1)N1CCCc2c1c(=O)oc1ccc(OCc3ccccc3)cc21,-1,-10,16,.,-3,-1.9,-6.1,-8,0
CCCc1cc(C(=O)N2CCCC(Cc3cccc(Cl)c3)(C(=O)OCC)C2)n(C)n1 (stereo not drawn),-8,9,24,7,5,-1.6,-1.3,-7,-4
O=C(CN1C(=O)/C(=C/c2c(F)cccc2Cl)Oc2ccccc21)NCc1ccco1,-4,-14,24,16,.,1.0,-0.9,-9,-1
Cc1ccc(OCCOc2cccc3ccc(C)nc23)c([N+](=O)[O-])c1,-5,-1,47,-3,-2,-0.1,0.3,-3,-4
O=C(C(=O)N1CCCCC1)c1c(-c2ccccc2)[nH]c2ccccc12,6,-4,7,19,4,-2.5,-2.6,6,11
Cc1ccc(N/C=C2\C(=O)C3(C)CCC2C3(C)C)cc1C (stereo not drawn),8,-5,4,-17,4,-0.9,-2.4,2,2
Cc1ccc(C(=O)N/N=C/c2cc(C)n(-c3ccc(Br)cc3)c2C)cc1[N+](=O)[O-],-13,7,-91,6,6,-3.4,-2.2,2,4

# 3 compounds already listed, arranged by SMILES length, largest number first:
SMILES,pCIP destab,GPR7 antagonist,PHOSPHO1 inh,NALP1 inh,IDE act,VIM-2 inh,IMP-1 inhibitor,PfM18AAP inh,IDE cell inh
CC1=CSC2=NC(=O)/C(=C\c3cccn3-c3ccccc3)C(=N)N12,-4,-6,-9,0,1,-0.8,-3.1,10,-4
O=C(C(=O)N1CCCCC1)c1c(-c2ccccc2)[nH]c2ccccc12,6,-4,7,19,4,-2.5,-2.6,6,11
CCC(=O)NC1CCN(C(=S)NC)CC1,-1,-4,15,-2,0,-2.9,-0.6,-1,0

# (list continues)
SMILES,pCIP destab,GPR7 antagonist,PHOSPHO1 inh,NALP1 inh,IDE act,VIM-2 inh,IMP-1 inhibitor,PfM18AAP inh,IDE cell inh
COc1ccccc1NNC(=O)C(O)(c1ccccc1)c1ccccc1,-10,-7,16,3,2,-2.3,-2.6,-39,9
CC1(C)CC(=O)C2=C(C1)NC1=C(C(=O)c3ccccc31)C2c1cccnc1 (stereo not drawn),-8,-2,44,3,3,1.3,-0.4,-1,1
O=C(COc1cccc(Br)c1)NN=C1c2ccccc2-c2ccccc21,-10,-2,-19,30,3,-1.2,-1.4,-5,4
CC(NC(=O)C1CCCN1C(=O)OCc1ccccc1)c1ccccc1 (stereo not drawn),-7,-5,-7,-3,4,-4.8,-2.8,-2,-3
CCN(CC)CCNC(=O)C(=O)NCC1OCCN1C(=O)c1ccc2c(c1)OCO2 (stereo not drawn),-4,-12,18,21,.,0.7,-0.3,2,5
O=C(CC12CC3CC(CC(C3)C1)C2)NCc1ccco1,-13,-2,15,2,3,-0.6,-2.0,-3,-2
O=C(Nc1ccc(N2CCN(Cc3ccccc3)CC2)cc1)c1ccco1,-45,-2,-36,11,1,3.2,-3.1,4,4
Cc1cccc(-n2c(O)c(C=Nc3cc(O)ccc3C)c3ccccc3c2=O)n1,-4,10,7,-15,-4,-0.8,-1.7,12,0
O=C(COc1ncnc2sccc12)NC1CCS(=O)(=O)C1 (stereo not drawn),1,-16,-6,0,4,-1.5,-1.2,1,-1
[O-]/C(=C(\C(=S)Nc1ccccc1F)[n+]1ccccc1)c1ccc(OC(F)F)cc1,-6,4,19,.,4,-1.9,-3.3,2,0
Cc1cc(C)nc(SCc2nnc(SCC(=O)O)n2-c2ccccc2)n1,-12,-6,41,22,2,-1.9,-2.5,3,-1
NS(=O)(=O)c1ccc(N2N=C(c3ccc(Br)cc3)CC2c2ccc(F)cc2)cc1 (stereo not drawn),-15,-6,-18,29,6,-1.4,-1.4,-1,5
O=C(NCc1ccccn1)C(=O)C1C(=O)Nc2ccccc21 (stereo not drawn),-1,5,15,-5,0,0.4,-1.1,5,5
Cc1c(CCOC(=O)C2C3CC4CC(C3)CC2C4)sc[n+]1CC(=O)c1ccc(Br)cc1 (stereo not drawn),-7,-16,17,0,-1&8,-2.0,-0.9,4,-8
c1ccc(Oc2cc(-c3ccccc3)nc(-c3ccccc3)n2)cc1,10,-3,14,.,6,0.0,-1.6,-2,8
COc1ccccc1NS(=O)(=O)c1c(C)[nH]c(C)c1C(=O)N1CCCC1,-11,-5,11,-4,6,-2.9,-3.8,-10,12
Nc1c(Br)c(=O)[nH]c(=O)n1-c1ccccc1,6,-12,28,3,0,-0.7,-3.1,-1,0
COc1ccc(CNC(=O)Cc2cccs2)cc1,-2,-8,.,.,8,0.7,-0.2,-6,-2
CCOC(=O)c1cnc(-n2nc(C)cc2C)nc1NCc1ccc2c(c1)OCO2,-2,-10,20,10,8,58*,-4.9,0,0
N#CC1=C(S)N(c2ccc(F)cc2)C2(CCCCC2)NC1=O,3,-6,1,13,-2,-1.9,-2.9,-3,-3
O=C(N/N=C/c1ccccn1)c1ccc(N/N=C/c2ccccn2)cc1,-7,3,20,-11,-4,-0.2,-1.4,5,-5
O=C(Nc1cccc(C(=O)O)c1)/C(=C\c1ccccc1Cl)NC(=O)c1ccco1,-15,-12,35,3,5,-2.6,-2.9,6,2
O=C(NCc1ccc2c(c1)OCO2)Nc1ccc2nsnc2c1,-1,-9,27,-6,3,-0.6,-1.2,-5,11
CC(=O)c1ccc(NC(=O)c2ccc(-n3cncn3)c([N+](=O)[O-])c2)cc1,-19,-8,14,-12,2,-0.9,-4.8,-12,4
CCN(CC(=O)NCc1ccc(F)cc1)C(=O)Cc1ccc(OC)cc1,-7,0,6,18,1,-3.6,-1.9,0,-5
CN1C(=O)Cc2cc(S(=O)(=O)Nc3ccc(Cl)cc3)ccc21,2,-9,14,10,-2,-2.2,-2.3,29*,3
COc1cc(OC)c(NC(=O)CCc2nc(-c3cccs3)no2)cc1Cl,6,-1,5,-9,-6,-5.9,-1.1,6,-1
CCOc1ccc2nc(NC(NC(=O)CC)(C(=O)OC)C(F)(F)F)sc2c1 (stereo not drawn),0,5,10,-6,0,2.6,-0.4,10,7
O=C1CC(=O)N(CCNc2ncc(C(F)(F)F)cc2Cl)C(=O)N1,-21,2,14,-4,0,1.8,-0.2,-12,-1
COc1cccc(C(=O)NN2c3ccccc3CCc3ccccc32)c1,-21,0,-24,11,5,-0.8,-2.4,4,-1
COc1ccc(/C(O)=C2/C(=O)C(=O)N(CCN(C)C)C2c2ccc(OC)c(OC)c2)c(C)c1 (stereo not drawn),.,-10,.,.,4,0.8,0.0,12,-4
CCn1c(=O)n(CC(=O)N2CCN(c3ccccc3F)CC2)c(=O)c2ccccc21,-7,-11,13,-4,-5,-0.7,-1.2,3,-3
COc1cc(/C=C2\SC(=S)N(N(C)c3ccccc3)C2=O)ccc1O,-11,-1,-6,17,-24,-1.1,-2.3,0,12
Cc1ccc(N(CC(=O)N2CCCCCC2)S(C)(=O)=O)cc1Cl,-14,-17,18,2,6,-4.0,-2.6,0,-5
CCN(CC)C1=C(Cl)C(=O)C(Cl)C12OCCO2 (stereo not drawn),0,-12,24,.,.,-0.7,-0.8,-4,9
O=C(c1ccccc1)C1CCN(C(=O)Nc2ccccc2)CC1,2,-5,-19,-5,1,-2.6,-3.6,3,6
Cc1cccc(NC(=S)Nc2ccc3cn[nH]c3c2)c1,-4,-6,-4,19,-2,-1.4,-2.2,4,3
CCCCCCCCN1C(=O)C(O)=C(C(C)=O)C1c1ccccn1 (stereo not drawn),-4,-1,-14,-11,3,-3.4,-2.4,2,-4
COc1ccc(COC(=O)CCc2c[nH]c3ccccc23)cc1F,4,-4,15,11,0,0.5,1.2,-7,-3

# Source: PubChem BioAssay
